Yp Topo-I inh = Yersinia pestis topoisomerase I inhibitors, primary screen, biochemical, cleavage product accumulation, plate reader, single point; activity, % at 10 µM; actives 0.064% (n = 360,000); Y. pestis Topo-I cleavage product accumulation; DNA topoisomerase I (Yersinia pestis CO92); in the data active = activity above about 50%, passing the limit was not always enough; also: inactives centre near 2
CCHFV vOTU inh = CCHFV vOTU protease inhibitors, primary screen, biochemical, Pep-AMC substrate, fluorescence | Crimean-Congo hemorrhagic fever virus L polyprotein viral ovarian tumor (vOTU) protease … | inhibition, % at 11.5 µM | actives 0.55% (n = 370,000) | AID 651958, 2012; in the data active = inhibition above about 30%; also: 0% = vehicle wells with enzyme and 100% = no enzyme wells
MazEF act = activators of E. coli MazEF toxin-antitoxin RNase, primary screen, biochemical, fluorescence, uHTS. FAM/BHQ RNA-DNA oligo cleavage fluorescence, 5 h. actives 0.32% (n = 350,000). AID 504720, 2011. activation, % at 20 µM. Endoribonuclease toxin MazF (Escherichia coli (strain K12)), P0AE70; in the data active = activation above about 50%
PrPC TRFRET = inhibitors of human cell surface prion protein PrPC, primary screen, cell-based, TR-FRET; TR-FRET read-out; inhibition, % at 13.8 µM; actives 0.43% (n = 370,000); in the data active = inhibition above about 24%; also: 0% = median of the test wells and 100% = reference compound wells
PriA SSB inh = inhibitors of Klebsiella pneumoniae PriA binding to SSB C-terminal tail, primary screen, biochemical, AlphaScreen. inhibition, % at 33 µM. PriA–SSB C-terminal tail interaction (Klebsiella pneumoniae). actives 0.6% (n = 430,000). AlphaScreen SSBct-PriA binding, biotinylated peptide; in the data active = inhibition mostly above about 37%, no sharp cut-off; inactive = mostly below about 20%;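 also: plate controls were negative control peptide for no effect and reference peptide for full effect; strong numbers were not always called active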
Rv3671c inh = Rv3671c serine protease inhibitors, primary screen, biochemical, fluorescence polarization, M. tuberculosis H37Rv. P9WHR9. inhibition, % at 5.96 µM. actives 0.048% (n = 320,000). AID 2606, 2010; in the data active = inhibition above about 38%;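 also: extracellular domain of Rv3671c used as enzyme; 0% = enzyme with DMSO and 100% = no enzyme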
TcdB GH inh = TcdB glycohydrolase inhibitors, primary screen, biochemical, single point, plate reader; AID 652162, 2013; actives 0.24% (n = 350,000); TcdB glycohydrolase enzymatic assay; Toxin B (Clostridioides difficile), P18177; inhibition, % at 9.99 µM; in the data active = inhibition above about 10%
Target sequence (P18177 whole entry, looked up): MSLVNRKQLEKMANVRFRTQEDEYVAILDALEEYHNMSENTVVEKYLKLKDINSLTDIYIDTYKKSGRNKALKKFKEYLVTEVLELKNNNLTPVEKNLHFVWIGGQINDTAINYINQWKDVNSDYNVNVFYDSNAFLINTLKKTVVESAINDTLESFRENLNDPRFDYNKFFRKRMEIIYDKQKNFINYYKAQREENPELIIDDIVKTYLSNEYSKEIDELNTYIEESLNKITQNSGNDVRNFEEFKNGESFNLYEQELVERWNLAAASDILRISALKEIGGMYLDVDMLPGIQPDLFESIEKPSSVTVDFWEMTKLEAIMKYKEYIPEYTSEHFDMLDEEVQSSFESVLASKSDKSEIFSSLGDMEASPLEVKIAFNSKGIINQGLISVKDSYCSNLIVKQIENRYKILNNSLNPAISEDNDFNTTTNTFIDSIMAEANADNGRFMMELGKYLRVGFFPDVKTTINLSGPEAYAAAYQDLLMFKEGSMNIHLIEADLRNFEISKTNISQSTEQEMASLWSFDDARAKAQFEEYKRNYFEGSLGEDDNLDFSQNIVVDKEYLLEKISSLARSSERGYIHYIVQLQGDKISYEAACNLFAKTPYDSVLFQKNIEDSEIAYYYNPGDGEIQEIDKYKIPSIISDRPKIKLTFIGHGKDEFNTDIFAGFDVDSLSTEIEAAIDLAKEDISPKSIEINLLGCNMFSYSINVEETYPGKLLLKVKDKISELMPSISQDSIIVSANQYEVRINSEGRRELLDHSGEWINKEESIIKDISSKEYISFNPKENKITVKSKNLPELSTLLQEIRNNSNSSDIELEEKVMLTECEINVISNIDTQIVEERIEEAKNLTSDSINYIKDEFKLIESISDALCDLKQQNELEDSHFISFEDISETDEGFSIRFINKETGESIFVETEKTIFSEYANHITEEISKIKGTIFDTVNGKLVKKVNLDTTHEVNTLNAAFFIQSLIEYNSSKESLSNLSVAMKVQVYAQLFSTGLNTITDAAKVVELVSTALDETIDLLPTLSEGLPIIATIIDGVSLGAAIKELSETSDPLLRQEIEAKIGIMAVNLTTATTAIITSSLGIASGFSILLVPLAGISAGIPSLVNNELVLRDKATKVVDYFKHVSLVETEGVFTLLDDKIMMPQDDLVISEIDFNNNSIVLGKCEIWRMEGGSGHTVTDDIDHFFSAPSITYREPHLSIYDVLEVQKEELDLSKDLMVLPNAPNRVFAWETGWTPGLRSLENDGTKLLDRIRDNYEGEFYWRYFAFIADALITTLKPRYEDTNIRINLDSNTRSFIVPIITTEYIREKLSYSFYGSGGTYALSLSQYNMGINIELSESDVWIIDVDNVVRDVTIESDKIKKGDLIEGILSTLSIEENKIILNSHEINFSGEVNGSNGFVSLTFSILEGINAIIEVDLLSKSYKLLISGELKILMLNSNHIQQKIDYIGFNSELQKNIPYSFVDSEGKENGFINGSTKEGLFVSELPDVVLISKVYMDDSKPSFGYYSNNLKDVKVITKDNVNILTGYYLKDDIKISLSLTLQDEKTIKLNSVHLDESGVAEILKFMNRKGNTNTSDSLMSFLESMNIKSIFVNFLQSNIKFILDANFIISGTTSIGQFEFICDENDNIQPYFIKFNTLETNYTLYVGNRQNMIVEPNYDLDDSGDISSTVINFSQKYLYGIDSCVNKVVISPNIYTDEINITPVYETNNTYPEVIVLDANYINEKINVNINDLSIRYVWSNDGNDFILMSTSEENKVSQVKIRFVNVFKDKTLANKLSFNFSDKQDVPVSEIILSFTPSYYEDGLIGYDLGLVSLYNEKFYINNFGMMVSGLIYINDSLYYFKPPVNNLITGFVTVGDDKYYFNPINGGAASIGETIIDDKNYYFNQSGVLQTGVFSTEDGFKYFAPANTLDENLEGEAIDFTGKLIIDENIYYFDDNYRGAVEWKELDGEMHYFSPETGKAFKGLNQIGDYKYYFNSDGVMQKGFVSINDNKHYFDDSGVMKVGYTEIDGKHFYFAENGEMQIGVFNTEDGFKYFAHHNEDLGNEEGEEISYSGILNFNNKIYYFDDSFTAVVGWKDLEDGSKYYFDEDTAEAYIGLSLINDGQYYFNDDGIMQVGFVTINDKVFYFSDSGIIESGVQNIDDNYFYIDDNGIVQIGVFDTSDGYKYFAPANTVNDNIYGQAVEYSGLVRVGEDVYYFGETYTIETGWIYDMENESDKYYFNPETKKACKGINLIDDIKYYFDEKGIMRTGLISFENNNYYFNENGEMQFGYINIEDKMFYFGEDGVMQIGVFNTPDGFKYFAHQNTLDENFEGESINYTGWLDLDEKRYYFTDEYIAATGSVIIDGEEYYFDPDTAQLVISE
DUSP3 inh = VHR1 phosphatase inhibitors, primary screen, biochemical, absorbance, uHTS. AID 1654, 2009. recombinant VHR phosphatase, pNPP absorbance. actives 0.52% (n = 290,000). inhibition, % at 13.3 µM; in the data active = inhibition above about 50%; also: some compounds called inactive have numbers as strong as hits
Vc quorum ag = inducers of Vibrio cholerae quorum light production without autoinducers, primary screen, BH1578 luxS cqsA deficient, single point; V. cholerae BH1578 lux reporter, luminescence, 6 h; activation, % at 18.7 µM; actives 0.16% (n = 350,000); in the data active = activation mostly above about 9.7%, no sharp cut-off; also: not every result past the cut was called active; inactives centre near 0; reference of the scale not given here
SARS 3CLpro inh = SARS-CoV 3CLpro protease inhibitors, primary screen, biochemical, quenched FRET; recombinant SARS-CoV 3CLpro, quenched FRET peptide cleavage; inhibition, % at 6 µM; actives 0.14% (n = 290,000); in the data active = inhibition above about 12%
Numbers without * were called inactive; i = inactive; / = not tested or not shown; & = joins results of further samples.

SMILES	Yp Topo-I inh	CCHFV vOTU inh	MazEF act	PrPC TRFRET	PriA SSB inh	Rv3671c inh	TcdB GH inh	DUSP3 inh	Vc quorum ag	SARS 3CLpro inh
Cc1ccc(S(=O)(=O)N2CCCC(C(=O)NC3=NCCS3)C2)cc1 (stereo unspecified)	2	-1	2	1	-14	-8	/	-8	i	-8
O=C(NCc1ccc(Cl)cc1)C1CCCN(c2cnccn2)C1 (stereo unspecified)	4	-12	3	-1	-4	-3	-0.1	23	i	-2
C/C=C\C=C/C(=O)Nc1cccc(C2=NOC3(C2)C[C@@H](C(N)=O)N(C(=O)C2(C)CC2)C3)c1 (stereo partly specified)	20	13	0	-6	0	-8	1.4	26	i	/
COc1ccc(Nc2nc(N)nc(CSc3nccc(C)n3)n2)cc1	-10	/	-1	/	-11	-2	/	8	i	-2
C[C@H](CO)N1C[C@H](C)[C@H](CN(C)S(=O)(=O)c2cn(C)cn2)Oc2ccc(NC(=O)Nc3ccc(C(F)(F)F)cc3)cc2CC1=O	-7	14	6	4	-1	-46	-1.3	/	-0.9	/
Cc1ccc2nc(-c3ccc(NC(=O)COCC(=O)O)cc3)sc2c1	-2	-40	0	4	-6	-3	-0.3	27	-1.1	3
Cc1cccc(NC(=O)CNC(=O)c2cn(Cc3ccccc3)nc2-c2cccnc2)c1C	7	-7	5	-2	8	-5	0.1	/	-0.2	/
COCCC(=O)N1CCCC(CCC(=O)NCc2ccc(F)c(F)c2)C1 (stereo unspecified)	4	5	7	-2	3	2	0.4	34	-4.2	-3
CCOc1ccc(Br)cc1S(=O)(=O)NCCN1CCCC1	0	-13	3	4	-7	5	0.5	-10	i	2
CC(NC(=O)c1cccc(S(=O)(=O)N2CCN(C)CC2)c1)C1CC2CCC1C2 (stereo unspecified)	0	-8	-1	8	-4	10	1.4	-6	i	1
Cc1cccc(OCc2nnc(N)s2)c1C	-6	12	8	3	-19	-6	/	17	i	4
O=C(NC1CCC(O)CC1)c1cccc2cccnc12 (stereo unspecified)	-12	11	-13	-2	1	3	-0.2	-29	-0.1	-4
Cc1nc(S(=O)(=O)c2ccc(Cl)cc2Cl)nc2c1CCC2	7	-4	-9	6	-10	5	/	2	i	0
Cc1cccc(CC(C)NC(=O)CCc2nnc(-c3ccccc3)o2)n1 (stereo unspecified)	-2	3	4	-5	-2	-7	1.0	30	-0.2	-1
Cc1oc2ccc(NS(=O)(=O)c3ccccc3)cc2c1C(=O)Nc1ccccc1	-5	-4	5	11	-13	-25	1.2	2	-0.2	2
O=C1CN(C(=O)c2ccccc2F)C(c2ccc(F)cc2)c2cc(Br)ccc2N1 (stereo unspecified)	6	-3	5	5	-3	-3	1.2	-10	0.8	-1
O=C(Cc1ccccc1Cl)Nc1cccnc1	-2	-8	-2	3	-8	8	-0.3	19	-0.2	1
Cc1c(C(=O)NCc2ccc3c(c2)OCCO3)sc(=O)n1Cc1ccccc1F	29	2	/	0	/	/	0.9	/	i	/
CNc1snc(C)c1C(=O)OCC(=O)c1ccc(Cl)cc1	16	-13	0	10	2	-4	1.6	/	i	/
O=C(COC(=O)c1ccccc1)NC1CCCC1	0	-10	0	1	-1	-17	0.8	/	i	-4
COc1ccc(-n2ncc3c2CC(C)(C)CC3NC(=O)CCN2CCCC2=O)cc1 (stereo unspecified)	-9	6	-26	14	-6	-3	2.1	-9	i	-2
CCC1=NN2C(=N)/C(=C\c3cccn3-c3ccc(Br)cc3)C(=O)N=C2S1	11	4	-4	1	-23	/	/	12	i	-1
Clc1ccc(OCCn2ccnc2)c(Cl)c1	13	-1	6	2	4	6	/	1	-4.2	0
COCCN(Cc1cn(C)nc1-c1ccc(Oc2ccccc2)cc1)C(C)C	13	8	-14	-8	-13	/	-0.3	4	-0.2	1
O=C(CC1CCS(=O)(=O)C1)NC1CCCCC1 (stereo unspecified)	-1	-7	5	0	1	9	/	32	i	3
Cc1cc2cc(CNC(=O)c3ccc4c(c3)OCO4)ccc2[nH]1	-3	-15	12	9	22	2	0.8	29	-0.8	2
COc1ccc(NS(=O)(=O)c2ccc(NC(=O)CCNS(=O)(=O)c3ccc(C)cc3)cc2)cc1	3	6	0	-8	5	-16	0.4	-7	i	4
O=c1cc(CN2CCN(CCO)CC2)c2cc3c(cc2o1)CCC3	1	-6	6	-7	-8	2	/	22	i	1
CCOc1ccc(NS(=O)(=O)c2cc(C(=O)N3CCCC3)ccc2Cl)cc1	0	3	3	9	-4	8	1.1	/	-0.7	/
CCc1c(C)c2cc(Cl)c(O)c(CN3CCCCC3)c2oc1=O	9	-310	9	-2	5	1	/	-15	-0.3	-6
O=c1c(C=NCc2ccccc2)c(NCc2ccccc2)nc2ccccn12	0	-10	-22	7	-4	4	0.9	16	-0.6	2
CCOC(=O)C(C)Sc1nnc(-c2ccccc2O)n1Cc1ccccc1 (stereo unspecified)	40	-8	7	1	-13	-1	/	-2	i	4
Cc1ccsc1C(=O)C1CCCN(Cc2cnn(C)c2)C1 (stereo unspecified)	-2	-9	-2	-4	-14	3	0.1	-1	-0.2	2
CCN1CCN(C(=S)Nc2cccc(C(F)(F)F)c2)CC1	0	-1	1	8	-9	-1	1.1	1	-3.1	-3
COC(=O)C(Cc1ccc(OC(=O)c2ccc(C)cc2)cc1)N1Cc2ccccc2C1=O (stereo unspecified)	36	/	3	/	-2	-1	/	-20	i	2
C[C@@H]1CN([C@H](C)CO)C(=O)CCCn2nncc2CO[C@H]1CN(C)C(=O)Nc1ccc2c(c1)OCO2	-6	17	4	8	/	/	-4.9&-2.4	/	-0.4	/
COc1cc(/C=N/n2c(-c3ccccc3)n[nH]c2=S)ccc1O	0	-2	2	-5	/	12	18*	-7	i	-5
COc1ccc(-c2ccc(C(=O)NCCN(C)C)c3occc23)c(C)c1	-8	5	/	0	/	/	0.3	/	i	/
COc1cc(C)cc(OC)c1OCC(=O)Nc1cc(C)on1	4	-1	0	6	-5	8	0.4	/	i	/
Cc1cc(C)c(C(=O)N2CCCC(Nc3ccc(C)c(C)c3)C2)o1 (stereo unspecified)	15	11	1	5	17	0	1.8	53*	i	-2
Cc1cnc(C(=O)Nc2ccc(F)cc2)cn1	-7	2	4	5	4	0	/	21	i	6
O=c1[nH]nc(N2CCOCC2)c(=O)[nH]1	1	-2	11	3	9	-6	1.5	5	-0.4	5
COc1ccc(CN2CCn3ncc(C(=O)Nc4cccc(C)c4)c3C2=O)cc1	36	-1	-8	2	-11	-3	/	-8	-0.6	1
COC(=O)NC(Nc1sc2c(c1C(N)=O)CCCC2)(C(=O)OC)C(F)(F)F (stereo unspecified)	-6	-12	5	3	-3	0	/	2	17*	3
CS(=O)(=O)N1CCN(CC(=O)NC2CCCC2)CC1	5	9	12	3	-2	5	-5.8	9	i	-4
O=C(/C=C/c1ccc(Cl)c([N+](=O)[O-])c1)NCc1cccnc1	0	2	7	-36	-4	0	3.8	/	0.4	18*
CCOc1ccc(C(C)(C)C)cc1S(=O)(=O)n1nc(C)cc1C	17	7	1	-4	-25	-3	/	3	-7.1	4
CCOC(=O)c1nc(Nc2cc(C)cc(C)c2)c2ccccc2n1	3	6	5	0	-12	-9	0.1	6	-0.3	3
Cc1cc(C(=O)Nc2ccc(C)c(C)c2)n(-c2ccccc2)n1	2	9	7	4	3	-3	1.3	14	-0.6	-6
Cc1ccc(Nc2nc(N)[nH]c(=O)c2N=O)cc1	4	16	-13	-12	-5	22	-0.2	24	i	1
More entries follow.
SMILES	Yp Topo-I inh	CCHFV vOTU inh	MazEF act	PrPC TRFRET	PriA SSB inh	Rv3671c inh	TcdB GH inh	DUSP3 inh	Vc quorum ag	SARS 3CLpro inh
COC(=O)c1ccc(CNC(=O)CCc2c[nH]c3ccccc23)cc1	-8	4	-2	1	5	-7	0.4	21	i	-1
O=C(CCC(=O)c1ccc[nH]1)c1ccc(Cl)cc1	-6	7	8	-1	-33	-4	/	15	-0.4	4
COc1cc(NC(=S)NCCSc2ccc(C)cc2)cc(OC)c1	5	-2	3	2	0	-2	/	-11	-0.2	1
CCC(=NCc1ccc(F)cc1)c1c(O)n(C)c(=O)n(C)c1=O	-3	1	-1	12	-5	14	/	28	-0.3	3
O=C(Nc1cccc(C(=O)O)c1)/C(=C\c1ccccc1)NC(=O)c1ccco1	-3	-6	7	-4	/	/	-1.5	/	0.6	/
Cc1ccccc1OCC(O)Cn1c(NCc2ccccc2)nc2c1c(=O)[nH]c(=O)n2C (stereo unspecified)	34	-2	8	3	-6	-2	/	24	i	-4
COc1cc(C(C[N+](=O)[O-])c2c(C)cc3ccccn23)ccc1O (stereo unspecified)	-16	12	9	-9	21	10	0.6	-8	-0.5	3
Cc1no[n+]([O-])c1COc1ccccc1/C=N/n1nnnc1N	0	11	3	-6	/	-10	/	-2	-2.6	-7
CN1CCc2nc(SCC(=O)Nc3ccc(OC(F)(F)F)cc3)c(C#N)c(-c3cccs3)c2C1	-4	35*	35	0	-3	-3	/	11	i	2
COc1ccc(N2CCN(C(=O)COC(=O)CCOc3ccc(C)cc3)CC2)cc1	12	4	3	4	8	10	-1.4	/	-0.7	/
CCCCOc1ccccc1NC(=O)C=C(C)C	6	15	-5	-3	-25	-2	1.2	11	8.3	-1
COc1cc(NC(=O)NCC2CCN(Cc3ccccc3Cl)CC2)cc(OC)c1OC	22	20	5	-7	-2	-7	2.2	/	0.0	-1
COc1cccc(N(CC(=O)Nc2cccc(C(C)=O)c2)S(C)(=O)=O)c1	-1	-8	2	-1	5	-3	/	20	i	-4
COC(=O)c1sc(NC(=O)CC(C)C)c(C(=O)OC)c1C	4	18	4	5	-4	6	/	2	i	4
Cn1nnnc1SCc1ccc(Cl)cc1	0	-3	-3	0	-14	5	0.3	22	-0.3	-5
CCCCCOc1ccc(CSC(=N)N)cc1[N+](=O)[O-]	-12	19	43	-22	-76	2	/	20	i	-6
Cc1cc(C)cc(C(=O)NCC(=O)OCc2c(C)noc2C)c1	1	-3	1	0	-9	-7	/	17	-0.8	1
CC1CCN(c2ccc(C(F)(F)F)cc2N)CC1	9	-5	0	10	-5	12	1.5	20	i	1
COC(=O)/C(C#N)=C/c1c(Oc2cc(C)cc(C)c2)nc2c(C)cccn2c1=O	4	-11	19	1	-8	0	/	5	-0.6	0
Cc1ccc(-n2ncc3c(=O)[nH]c(SCC(=O)NCC4CCCO4)nc32)cc1 (stereo unspecified)	4	-5	0	-3	-6	-1	1.6	/	-0.4	/

Four of these compounds, set out differently:
CCCCOc1ccccc1NC(=O)C=C(C)C
  Yp Topo-I inh = 6 | CCHFV vOTU inh = 15 | MazEF act = -5 | PrPC TRFRET = -3 | PriA SSB inh = -25 | Rv3671c inh = -2 | TcdB GH inh = 1.2 | DUSP3 inh = 11 | Vc quorum ag = 8.3 | SARS 3CLpro inh = -1
COc1cc(NC(=O)NCC2CCN(Cc3ccccc3Cl)CC2)cc(OC)c1OC
  Yp Topo-I inh = 22 | CCHFV vOTU inh = 20 | MazEF act = 5 | PrPC TRFRET = -7 | PriA SSB inh = -2 | Rv3671c inh = -7 | TcdB GH inh = 2.2 | DUSP3 inh = / | Vc quorum ag = 0.0 | SARS 3CLpro inh = -1
COc1cccc(N(CC(=O)Nc2cccc(C(C)=O)c2)S(C)(=O)=O)c1
  Yp Topo-I inh = -1 | CCHFV vOTU inh = -8 | MazEF act = 2 | PrPC TRFRET = -1 | PriA SSB inh = 5 | Rv3671c inh = -3 | TcdB GH inh = / | DUSP3 inh = 20 | Vc quorum ag = i | SARS 3CLpro inh = -4
COC(=O)c1sc(NC(=O)CC(C)C)c(C(=O)OC)c1C
  Yp Topo-I inh = 4 | CCHFV vOTU inh = 18 | MazEF act = 4 | PrPC TRFRET = 5 | PriA SSB inh = -4 | Rv3671c inh = 6 | TcdB GH inh = / | DUSP3 inh = 2 | Vc quorum ag = i | SARS 3CLpro inh = 4

The list is partial; count on the stated rates, not on these rows.
